# Sm TGR block = blocks Schistosoma mansoni thioredoxin glutathione reductase; Q962Y6; purified TGR, DTNB reduction, TNB absorbance 405 nm; Potency, µM (highest dose often 114 µM), for inactives: at the top dose activity change, negative = inhibition, hits mostly inhibitors; hit rate 3% among 360,000; AID 485364; note: potency is the fitted concentration of half-maximal effect; nearly all actives have a fitted effect of over 60% in size
#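 Kinetic colorimetric format: TGR-catalysed, NADPH-driven DTNB reduction monitored via TNB absorbance. Enzyme dispensed at 20 nM; compound exposure 15 min at room temperature before reaction start.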
# Tb PYK inh = inhibitors of Trypanosoma brucei pyruvate kinase. Q57TT1. TbPYK enzyme, Kinase-Glo Plus ATP luminescence, 45 min. Potency, µM (top dose mostly 76.8 µM), without a hit: top-dose activity, negative = inhibition, hits mostly inhibitors. hit rate 0.12% among 410,000; note: potency is the fitted concentration of half-maximal effect; nearly all actives have a fitted effect of over 50% in size
#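 Assay buffer: 50 mM TEA pH 7.2, 100 mM KCl, 10 mM MgCl2, 0.05% BSA, 0.01% Tween-20. Pyruvate kinase from T. brucei plus substrate met compound, then ADP (130 uM final). Luminescence was read post 45 min RT.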
# LmPK inh = inhibitors of Leishmania mexicana pyruvate kinase | hit rate 0.37% among 290,000 | purified LmPK, Kinase-Glo ATP luminescence, 1 h | Potency, µM (top dose mostly 57.5 µM), inactives show at the highest dose activity change, negative = inhibition, actives largely listed as inhibitors | Q27686 | AID 1721; note: potency is the fitted concentration of half-maximal effect
# Target sequence (Q27686 whole entry, looked up): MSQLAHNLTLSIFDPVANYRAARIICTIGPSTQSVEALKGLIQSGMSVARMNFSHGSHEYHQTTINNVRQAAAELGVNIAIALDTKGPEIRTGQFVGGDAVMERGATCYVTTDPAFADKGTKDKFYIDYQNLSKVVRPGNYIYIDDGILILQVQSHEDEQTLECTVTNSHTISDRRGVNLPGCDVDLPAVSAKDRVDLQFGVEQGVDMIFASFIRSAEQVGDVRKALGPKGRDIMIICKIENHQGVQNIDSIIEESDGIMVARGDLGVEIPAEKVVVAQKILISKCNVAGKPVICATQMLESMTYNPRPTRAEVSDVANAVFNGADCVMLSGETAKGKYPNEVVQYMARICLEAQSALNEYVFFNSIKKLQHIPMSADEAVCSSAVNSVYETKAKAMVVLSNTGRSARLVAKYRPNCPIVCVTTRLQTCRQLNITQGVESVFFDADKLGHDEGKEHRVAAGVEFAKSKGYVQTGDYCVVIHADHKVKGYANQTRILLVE
#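 Screened at intermediate enzyme activity to detect both inhibitors and activators: LmPK at 0.1 nM, with a 0.5 nM enzyme column as activation reference. PEP 0.5 mM, ADP 0.1 mM; ATP detected by luminescence after 1 h.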
# HCMV inh = human cytomegalovirus inhibition | HFF cells, HCMV-luciferase reporter, 72 h; active compounds read low | activity change, negative = inhibition, % at 57.5 µM | hit rate 4.5% among 410,000; in the data active = activity change below about -60%; inconclusive = no clear call, values can overlap the other calls; inactive = above about -39%
#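 Two-dose cell screen: HFF monolayers treated with compounds and infected with luciferase-expressing HCMV at 1 PFU/cell, 72 h at 37C, then lysed for luciferase measurement.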
# AmpC no deterg = blocks E. coli AmpC beta-lactamase in detergent-free assay; hit rate 0.52% among 330,000; Potency, µM (doses to about 57.1 µM), without a hit: at the highest dose activity change, negative = inhibition, actives largely listed as inhibitors; P00811; AmpC nitrocefin hydrolysis, absorbance 480 nm, 0.0001% Triton;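 note: potency is the fitted concentration of half-maximal effect; plate controls were no compound for no effect and no enzyme for full effect; nearly all actives have a fitted effect of over 20% in size; some results filed as inactive show a strong effect at the top dose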
# Target sequence (P00811 whole entry, looked up): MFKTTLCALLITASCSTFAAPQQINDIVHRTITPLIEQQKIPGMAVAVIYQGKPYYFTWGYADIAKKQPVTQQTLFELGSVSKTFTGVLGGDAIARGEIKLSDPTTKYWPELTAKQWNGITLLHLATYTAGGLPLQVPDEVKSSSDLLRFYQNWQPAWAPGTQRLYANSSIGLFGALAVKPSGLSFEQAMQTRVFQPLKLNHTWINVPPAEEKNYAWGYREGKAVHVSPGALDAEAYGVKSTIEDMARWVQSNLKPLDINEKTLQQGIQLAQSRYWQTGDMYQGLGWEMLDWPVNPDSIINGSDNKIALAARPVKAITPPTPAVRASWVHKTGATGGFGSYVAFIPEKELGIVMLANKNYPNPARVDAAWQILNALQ
#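 AmpC (5.3 nM in the dispensed reagent) in 20 mM phosphate pH 7.0 with 0.01% (detergent screen) or 0.0001% Triton X-100 was preincubated with compounds for 15 min at room temperature. Nitrocefin was then added from an 800 uM solution, and hydrolysis was followed at 480 nm.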
# AmpC inh detg = blocks E. coli AmpC beta-lactamase in detergent assay; AmpC hydrolysis of nitrocefin, absorbance 480 nm, 0.01% Triton; AID 485294; Potency, µM (series often up to 114 µM), for inactives: top-dose activity change, negative = inhibition, hits mostly inhibitors; hit rate 0.041% among 370,000;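 note: potency is the fitted concentration of half-maximal effect; 0% = no-compound wells and -100% = no-enzyme wells; nearly all actives have a fitted effect of over 25% in size; some results filed as inactive show a strong effect at the top dose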
#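 AmpC (5.3 nM in the dispensed reagent) in 20 mM phosphate pH 7.0 with 0.01% (detergent screen) or 0.0001% Triton X-100 was preincubated with compounds for 15 min at room temperature. Nitrocefin was then added from an 800 uM solution, and hydrolysis was followed at 480 nm.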
# AMA1-RON2 inh = disrupts binding of P. falciparum AMA1 to RON2; AlphaScreen AMA1-biotinylated RON2 peptide binding; Potency, µM (doses to about 58.2 µM), for inactives: top-dose activity change, negative = inhibition, hits mostly inhibitors; hit rate 0.2% among 360,000; AID 720542;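 note: potency is the fitted concentration of half-maximal effect; 0% = vehicle wells and -100% = peptide control; nearly all actives have a fitted effect of over 45% in size; some results filed as inactive show a strong effect at the top dose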
#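 AMA1 (3D7) with his tag at 25 nM final met compounds first, then biotinylated RON2 peptide at 25 nM; detection used donor plus acceptor beads, 10 µg/mL apiece, read by AlphaScreen after 30 min at room temperature.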
# * = called active by the depositor; u = inconclusive; x = not tested or not shown; [ ] = dose if it differs, or a comment. Unless noted, calls come from the whole dose curve; as a rule, active = well fitted curve in the direction sought with a large enough effect; inconclusive = small, poorly fitted or top-dose-only effect, or another doubt; inactive = no such curve, though single readings can be large; an effect the other way counts as inactive or inconclusive. Unless noted, % is set by controls: 0 for no effect and ±100 for the full control effect.
# Start of the data: the first 3 compounds as a preview:
SMILES	Sm TGR block	Tb PYK inh	LmPK inh	HCMV inh	AmpC no deterg	AmpC inh detg	AMA1-RON2 inh
COc1ccc([C@H]2CC(=O)C=C(/C=C/Cc3ccccc3)C2)cc1	-31%	-5%	x	9	-33%	-3%	-6%
O=C(O)C1Cc2ccccc2CN1C(=O)CCl (stereo unspecified)	29%	0%	3%	34	-11%	-12%	26%
C=CCn1c(P(=O)(O)c2ccccc2)nc2ccccc21	3%	3%	2%	34	-35%	9%	-16%

# This part in full, previewed entries included:
SMILES	Sm TGR block	Tb PYK inh	LmPK inh	HCMV inh	AmpC no deterg	AmpC inh detg	AMA1-RON2 inh
COc1ccc([C@H]2CC(=O)C=C(/C=C/Cc3ccccc3)C2)cc1	-31%	-5%	x	9	-33%	-3%	-6%
O=C(O)C1Cc2ccccc2CN1C(=O)CCl (stereo unspecified)	29%	0%	3%	34	-11%	-12%	26%
C=CCn1c(P(=O)(O)c2ccccc2)nc2ccccc21	3%	3%	2%	34	-35%	9%	-16%
O=S(=O)(NCc1cc(-c2ccccc2Cl)no1)c1ccccc1	13%	2%	0%	16	-57%	-1%	-5%
C=CC[C@H]1CC(C)=C[C@H](CC=C)N1C(=O)c1cc(COc2ccccc2SC)on1	15%	-3%	-3%	-36	-3%	-6%	-7%
COc1cccc(/C=N/Nc2nnc(C)n2N)c1O	-1%	-3%	4%	9	-16%	1%	93%[activator]
CC(=O)N1CCC2(CC1)OC(=O)C(C)=C2C(=O)NCc1ccc(Cl)cc1	2%	-1%[15.4 µM]	x	u	x	-1%	x
COc1cc(C2/C(=C(\O)c3ccc4c(c3)OCCO4)C(=O)C(=O)N2Cc2ccco2)ccc1O (stereo unspecified)	45%[activator]	0%	-2%	12	-24%	1%	-6%
CSCCC(NS(=O)(=O)c1ccc(C)cc1)C(=O)N1CCCC1 (stereo unspecified)	-11%	-6%	3%	-10	5%	2%	-2%
COC(=O)c1cc(S(=O)(=O)N2CCN(Cc3ccccc3)CC2)cn1C	-33%	-3%	-5%	-7	6%	u	15%
CC(CC(=O)N1CCN(S(=O)(=O)c2ccc([N+](=O)[O-])cc2)CC1)c1ccccc1 (stereo unspecified)	-4%	1%	x	-13	33%[activator]	0%	11%
Cc1ccccc1OCC(=O)NCC(=O)OCC(=O)c1ccc([N+](=O)[O-])cc1	-15%	-3%	2%	-13	-17%	1%	4%
COc1cc(C2C(C(=O)c3ccco3)=C(O)C(=O)N2Cc2cccnc2)cc(OC)c1OC (stereo unspecified)	-2%	-2%	3%	7	-7%	-10%	-2%
C#CCOCCOCCOCCNc1nc(N2CCN(C(=O)CCCCCCCCCCNC(=O)[C@H](CCCCN)n3cc(C)nn3)CC2)nc(N2CCN(C(=O)CCCCCCCCCCNC(=O)[C@H](CCCCN)n3cc(CCCC(=O)O)nn3)CC2)n1	u	3%	x	x	325%[activator]	u	-20%
Cc1cc(C)cc(CN2C(=O)NC3(CCCCCC3)C2=O)c1	-7%	3%	-1%	-19	-6%	0%	0%

SMILES	Sm TGR block	Tb PYK inh	LmPK inh	HCMV inh	AmpC no deterg	AmpC inh detg	AMA1-RON2 inh
Cc1ccc2c(c1)C(c1ccc(F)cc1)N(C(=O)C1CC1)CC(=O)N2 (stereo unspecified)	3%	1%	2%	-12	0%	-10%	0%
O=C(CSc1nc2c([nH]c3ccccc32)c(=O)n1-c1cccc(C(F)(F)F)c1)N1CCc2ccccc21	0%	-5%	x	34	x	-3%	x
CCOc1ccc2c(c1)S/C(=C\c1cccs1)C(=O)N2	6%	-2%	7%	u	-36%	u	0%
COc1ccc(C(=O)COC(=O)Cn2cnc3ccccc3c2=O)c(OC)c1	-20%	4%	x	7	10%	-11%	-6%
COc1ccc(NC(=O)Nc2nccs2)cc1	11%	-8%	u	-35	-22%	-6%	0%
N#Cc1ccc(CN2CCN(C(=O)Cn3nc(C(N)=O)c4ccccc4c3=O)CC2)cc1	1%	-12%	-5%	-31	0%	-9%	-13%
CCC(=O)N1c2ccccc2C(C)(c2ccccc2)CC1(C)C (stereo unspecified)	2%	-8%	x	-5	x	-1%	x
Cc1ccccc1NS(=O)(=O)c1ccc(C(=O)NCC(c2ccccc2)N(C)C)cc1 (stereo unspecified)	-4%	-26%	0%	-14	74%[activator]	14%	-15%
CC(C)Cn1c(N2CCN(CC(=O)Nc3ccc(Cl)cc3)CC2)nc2ccccc21	3%	0%	1%	u	41%	-1%	-5%
CC1(C)CC(=O)C(C=NCCN2CCN(CC(=O)Nc3ccc(Cl)cc3)CC2)=C(O)C1	u	-1%	2%	-8	-1%	-19%	34%[activator]
CC(=O)NC(Cc1c[nH]c2ccccc12)C(=O)Nc1ccc2c(c1)OCO2 (stereo unspecified)	-8%	-17%	-4%	67	-29%	-11%	4%
O=C(CCNS(=O)(=O)c1ccccc1)OCC(=O)c1ccc(F)cc1	-16%	-13%	x	-9	-8%	-11%	-4%
CN(C(=O)c1ccc(NC(=O)Cc2ccc(NC(=O)C3CCN(C(=O)C4CCCC4)CC3)cc2)cc1)C1CCCC1	x	2%	x	-5	x	x	-5%
CC(=O)NC1(C2CCCCC2=O)CCCCC1 (stereo unspecified)	1%	5%	-5%	-1	-8%	1%	-12%
COc1cc(Cl)c(C)cc1NC(=O)c1cnc2c(-c3cccc(C)c3)c(C)nn2c1C	-7%	-4%	x	-2	x	-6%	x

SMILES	Sm TGR block	Tb PYK inh	LmPK inh	HCMV inh	AmpC no deterg	AmpC inh detg	AMA1-RON2 inh
Cc1onc(-c2ccccc2)c1C(=O)N1CCCC1	-1%	-18%	-12%	4	0%	-3%	-12%
COc1ccc2c(c1)c(N=NC(N)=S)c(O)n2CC(=O)c1ccccc1	2%	-2%	1%	-22	-6%	-17%	18%
C=CCC[C@@H](Cc1ccc(F)cc1)C(=O)O[C@H](CNC(=O)[C@H](CC=C)CC(=O)N(CCO)Cc1ccccc1)c1ccccc1	x	-2%	x	21	134%[activator]	x	-1%
CCOC(=O)N1CCC(N(CCN(C)C)C(=S)Nc2ccccc2OCC)CC1	-5%	-4%	4%	-14	7%	-4%	23%
Cc1cc(C)cc(NC(=O)COC(=O)CCn2c(C)csc2=O)c1	-10%	0%	x	-5	3%	-14%	-7%
O=S(=O)(c1cc(F)ccc1F)N1CCC2(CC1)OCCO2	1%	9%	-6%	-28	-8%	0%	24%
Cc1cc(C)c2cc(C(=O)N3CCC(C(=O)c4ccc(F)cc4)CC3)[nH]c2c1	-5%	-24%	4%	u	-10%	3%	-15%
CCc1ccc(S(=O)(=O)c2cn(C)c3ccc(C)cc3c2=O)cc1	4%	0%	x	12	x	8%	x
CCCCN1CCC(C#N)(Nc2ccccc2)CC1	-15%	-12%	5%	22	-9%	-16%	19%
O=C(CSc1nnc(-c2cccc(F)c2)o1)Nc1nncs1	-1%	4%	1%	-20	-21%	u	0%
CC(C)Oc1ccc(/C(O)=C2/C(=O)C(=O)N(Cc3cccnc3)C2c2ccco2)cc1 (stereo unspecified)	5%	-3%	1%	18	-9%	u	-13%
CN(C)S(=O)(=O)c1ccc(SCC(=O)Nc2ccc3c(c2)OCCO3)nc1	-7%	-2%	x	-19	-18%	-10%	16%
COC(CSc1ncnc2c1oc1nc3c(cc12)COC(C)(C)C3)OC	28µM*	-4%	1%	-12	6%	-4%	-1%
O=C1CC(N2CCN(S(=O)(=O)c3ccc(Cl)cc3)CC2)C(=O)N1CCc1ccccc1 (stereo unspecified)	-4%	-9%	-1%	26	88%[activator]	-9%	12%
O=C(OCC(=O)c1ccc(Cl)cc1Cl)c1ccc2c(c1)C(=O)N(c1cccc3ncccc13)C2=O	-4%	3%	2%	39	-21%	3%	-18%

SMILES	Sm TGR block	Tb PYK inh	LmPK inh	HCMV inh	AmpC no deterg	AmpC inh detg	AMA1-RON2 inh
Cc1cccc(COCC(Cc2ccccc2)N2CCN(C(=O)c3ccc(Cl)c(Cl)c3)CCC2=O)c1 (stereo unspecified)	-2%	0%	3%	31	150%[activator]	u	-6%
C/C=C/Cn1c(N2CCCCCC2)nc2c1c(=O)[nH]c(=O)n2C	-14%	-12%	1%	u	-3%	-12%	6%
CCOc1ccc(OCC(=O)NCCS(=O)(=O)N2CCN(c3ccc(OC)cc3)CC2)cc1	0%	-3%	x	-36	x	4%	x
CC(=N)C1=C(O)CC(C)(C)CC1=O	-24%	3%	4%	7	-9%	3%	-2%
O=C(N/N=C/C(Cl)=C\c1ccccc1)c1cnccn1	9%	4%	-5%	-3	-14%	1%	-21%
CC(=O)Nc1ccc(S(=O)(=O)NCC2CCC(C(=O)NC(C)c3ccccc3)CC2)cc1 (stereo unspecified)	4%	-8%	0%	-9	-4%	-12%	-7%
Cc1ccc(S(=O)(=O)N2CC3(C)CN(S(=O)(=O)c4ccc(C)cc4)CC(C)(C2)C3)cc1	9%	2%	4%	-19	-44%	2%	0%
CCN=C1Cn2c(nc3scc(-c4ccccc4)c3c2=O)CN1CC	-33%	0%	6%	-9	-15%	-5%	55%[activator]
CC(=O)N/C(=C\c1ccccc1)C(=O)OCC(=O)NC(C)C12CC3CC(CC(C3)C1)C2 (stereo unspecified)	7%	1%	1%	7	87%[activator]	4%	-3%
COc1cc(S(=O)(=O)Nc2cccnc2)ccc1Cl	7%	6%	3%	6	-16%	-4%	-3%
Fc1ccc(OCCOCCN2CCCC2)cc1	x	-4%	x	36	x	x	-12%
O=[N+]([O-])c1ccc(/C=N/Nc2ccc3ccccc3c2)o1	-13%	-4%	-14%	-72*	-27%	-4%	u
COc1ccc(CNC(=O)CCC(=O)c2ccc(F)cc2)cc1OC	x	-2%	x	48	-16%	x	-3%
Cc1cc(C)nc(N(C#N)S(=O)(=O)c2ccccc2Cl)n1	0%	-7%	2%	41	-16%	-11%	21%
O=C(CN1CCCCC1)NC(=O)NC1CCCCC1	-25%	-10%	x	-18	-13%	3%	6%
CCC(=O)N1CCc2cc(S(=O)(=O)CCC(=O)Nc3c(C)n(C)n(-c4ccccc4)c3=O)ccc21	x	-5%	x	-9	x	x	-8%
CC(=O)Nc1ccccc1C(=O)N1CC(C)OC(C)C1 (stereo unspecified)	-2%	-6%	-4%	12	-8%	-16%	7%
COCCCNC(=O)CC1C[C@H](C(=O)N(C(C)C)C(C)C)[C@@]2(C)c3[nH]c4ccc(OC)cc4c3CCN2C1=O (stereo partly specified)	x	18%	x	0	188%[activator]	x	-5%

# Screening results (PubChem)
